Screening data from PubChem BioAssay.
TrxR1 substrate: rat thioredoxin reductase 1 substrate activity; Potency, µM (doses to about 114 µM), without a hit: top-dose activity change, negative = substrate turnover; purified TrxR1 substrate turnover, NADPH consumption readout; actives 0.01% (n = 390,000); AID 588456; also: % is scaled to controls: 0 for no effect and ±100 for the full control effect; nearly all actives have a fitted effect of over 50% in size
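Rat TrxR1, dispensed at 90 nM, was prereduced with 400 uM NADPH (final) for 5 min at ~22 deg C, then incubated with compound 15 min before 400 uM selenite. A first-read NADPH fluorescence drop versus no-compound background flagged substrates.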
rTrxR1 inhibitor: blocks rat thioredoxin reductase 1; O89049; recombinant rTrxR1, NADPH fluorescence consumption, selenite substrate; Potency, µM (doses to about 114 µM), for inactives: at the highest dose activity change, negative = inhibition, hits mostly inhibitors; actives 1% (n = 390,000); AID 588453; also: % is scaled to controls: 0 for no effect and ±100 for the full control effect; nearly all actives have a fitted effect of over 65% in size
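Rat TrxR1 (90 nM in the dispensed reagent) was pre-reduced with 400 uM NADPH for 5 min at room temperature, then incubated with compound for 15 min. After 400 uM selenite was added, NADPH fluorescence (Ex 340/Em 450 nm) was followed for 8 min.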
ALOX12 inh: ALOX12 (human) lipoxygenase inhibition | purified 12hLO, xylenol orange hydroperoxide absorbance | Potency, µM (highest dose often 108 µM), without a hit: at the highest dose activity change, negative = inhibition, usual class: inhibitors | actives 1.1% (n = 580,000) | AID 1671190; also: % is scaled to controls: 0 for no effect and ±100 for the full control effect
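Purified human 12hLO (150 nM final) in 25 mM Hepes, 0.01% Triton X-100, pH 7.0 was preincubated 15 min at room temperature with compound. Then 40 uM arachidonic acid was added, 30 min. Hydroperoxide was read by Fe-XO absorbance ratio 573/405 nm.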
mIDH1 inhibitor: inhibitors of human mutant IDH1 R132H | O75874 | AID 602179 | IDH1-R132H enzyme, NADPH consumption, diaphorase/resazurin fluorescence | Potency, µM (series often up to 76.6 µM), inactives show top-dose activity change, negative = inhibition, most hits filed as inhibitors | actives 0.093% (n = 390,000); also: % is scaled to controls: 0 for no effect and ±100 for the full control effect; nearly all actives have a fitted effect of over 65% in size
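IDH1-R132H (0.5 ug/mL dispensed) in pH 7.5 Tris buffer was preincubated 30 min with compound, then given a substrate mix of 0.016 mM NADPH and 2 mM alpha-KG for 80 min at room temperature; remaining NADPH was read by diaphorase/resazurin fluorescence.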
RXFP1 ag: RXFP1 (human) receptor agonism; Potency, µM (doses to about 57.5 µM), inactives show at the top dose activation, usual class: activators; actives 0.3% (n = 370,000); HEK293T-RXFP1 cAMP TR-FRET, 30 min; response scale: percent of porcine relaxin response, buffer zero; also: % is scaled to controls: 0 for no effect and ±100 for the full control effect; nearly all actives have a fitted effect of over 60% in size; many of its hits are not listed in these tables
Target sequence (Q9HBX9 whole entry, looked up): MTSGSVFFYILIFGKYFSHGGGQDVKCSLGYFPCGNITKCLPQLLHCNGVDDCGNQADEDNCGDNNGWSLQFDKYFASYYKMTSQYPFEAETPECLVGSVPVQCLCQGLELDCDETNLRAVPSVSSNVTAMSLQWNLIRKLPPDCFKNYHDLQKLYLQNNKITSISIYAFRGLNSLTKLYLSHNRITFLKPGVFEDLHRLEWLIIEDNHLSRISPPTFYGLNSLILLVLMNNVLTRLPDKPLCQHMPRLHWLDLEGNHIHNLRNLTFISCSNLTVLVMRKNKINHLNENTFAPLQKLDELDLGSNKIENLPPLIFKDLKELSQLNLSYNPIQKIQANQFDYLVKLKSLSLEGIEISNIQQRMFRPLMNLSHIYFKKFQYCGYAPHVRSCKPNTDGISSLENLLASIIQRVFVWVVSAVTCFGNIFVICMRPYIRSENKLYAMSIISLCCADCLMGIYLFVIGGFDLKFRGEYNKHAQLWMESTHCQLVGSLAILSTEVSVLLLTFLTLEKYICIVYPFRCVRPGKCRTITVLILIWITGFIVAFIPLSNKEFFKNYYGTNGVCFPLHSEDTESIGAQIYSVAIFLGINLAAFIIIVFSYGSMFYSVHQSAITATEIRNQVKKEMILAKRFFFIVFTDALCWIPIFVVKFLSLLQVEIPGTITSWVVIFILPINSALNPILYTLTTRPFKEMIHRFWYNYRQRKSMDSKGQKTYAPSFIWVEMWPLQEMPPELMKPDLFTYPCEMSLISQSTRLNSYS
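HEK293 cells stably expressing RXFP1, treated 30 min at 37C with compounds plus PDE4 inhibitor Ro 20174; cAMP measured by HTRF TR-FRET. Normalized to buffer and 29 nM porcine relaxin; EC50 by Hill fit.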
RGS4 inh: blocks human RGS4-accelerated GTP hydrolysis; P49798; Transcreener GDP fluorescence polarization, RGS4-accelerated GTP hydrolysis; Potency, µM (doses to about 114 µM), without a hit: at the top dose activity change, negative = inhibition, actives largely listed as inhibitors; actives 0.039% (n = 390,000); also: % is scaled to controls: 0 for no effect and ±100 for the full control effect; nearly all actives have a fitted effect of over 75% in size; some results filed as inactive show a strong effect at the top dose
Target sequence (P49798 whole entry, looked up): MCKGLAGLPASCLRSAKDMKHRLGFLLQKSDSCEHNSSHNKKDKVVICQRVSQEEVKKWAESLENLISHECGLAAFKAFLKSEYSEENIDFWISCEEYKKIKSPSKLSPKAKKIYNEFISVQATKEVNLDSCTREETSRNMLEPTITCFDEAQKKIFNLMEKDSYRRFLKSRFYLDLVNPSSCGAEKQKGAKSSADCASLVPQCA
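MLSMR compounds (23 nl, pin-transferred) preincubated 10 min at room temperature with a 500nM (2x) first reagent, then RGS4 at 900nM (2x) plus Transcreener GDP mix added; fluorescence polarization (620/688 nm) read before and after 90 min at 30 °C.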
USP1 inh: blocks the human USP1/UAF1 deubiquitinase complex | O94782 | recombinant USP1/UAF1, Ub-Rhodamine cleavage fluorescence | Potency, µM (titrated, usually from 57.1 µM), inactives show at the highest dose activity change, negative = inhibition, usual class: inhibitors | actives 0.23% (n = 390,000); also: % is scaled to controls: 0 for no effect and ±100 for the full control effect; nearly all actives have a fitted effect of over 60% in size; inactives centre near -12
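USP1/UAF1 complex (1 nM) preincubated 15 min at room temperature with compound, then Ub-Rho substrate (150 nM final) added. Kinetic fluorescence at 480/540 nm over 6 reads at 60 s intervals; 50 mM HEPES pH 7.8, 0.5 mM EDTA, 0.1 mg/ml BSA, 1 mM TCEP, 0.01% Tween-20.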
Vif-APOBEC3F blk: blocks the Vif interaction with APOBEC3F; actives 0.2% (n = 390,000); HeLa A3F-eYFP + Vif (tagged APOBEC3F with the HIV-1 protein that degrades it), YFP fluorescence increase; Potency, µM (top dose mostly 46.1 µM), inactives show at the top dose activity, negative = active; also: % of control where 0% means no effect; nearly all actives have a fitted effect of over 65% in size
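Fluorescence increase (Ex 488/Em 500-530) after overnight compound treatment at 37 deg C flags inhibition of Vif-driven A3F-eYFP loss in stable HeLa A3F-eYFP/Vif cells seeded overnight beforehand.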
Vif-APOBEC3G blk: blocks the Vif interaction with human APOBEC3G | HeLa A3G-eYFP + Vif (tagged APOBEC3G with the HIV-1 protein that degrades it), YFP fluorescence, overnight | Potency, µM (titrated, usually from 46.1 µM), inactives show at the highest dose activity, negative = active, usual class: inhibitors | actives 0.076% (n = 410,000) | AID 602310;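 also: % is scaled to controls: 0 for no effect and ±100 for the full control effect; nearly all actives have a fitted effect of over 60% in size; hits raise eYFP signal because A3G escapes Vif-driven loss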
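HeLa cells stably expressing Vif and C-terminally eYFP-tagged A3G, seeded overnight at 37 deg C, then exposed to compound by pintool overnight at 37 deg C. Rise in yellow fluorescence (Ex 488/Em 500-530, Acumen) marks blocked Vif-driven A3G degradation.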
An asterisk follows results filed as active; ? = inconclusive; nt = no result given; & = joins results of further samples; [ ] = remark or other dose. Calls follow the shape of the dose curve; as a rule, active = well fitted curve in the direction sought with a large enough effect; inconclusive = small, poorly fitted or top-dose-only effect, or another doubt; inactive = no such curve, though single readings can be large; an effect the other way counts as inactive or inconclusive. Potency is read from the fitted curve at half-maximal effect. This is a subset; the hit share may differ from the screen's.

SMILES	TrxR1 substrate	rTrxR1 inhibitor	ALOX12 inh	mIDH1 inhibitor	RXFP1 ag	RGS4 inh	USP1 inh	Vif-APOBEC3F blk	Vif-APOBEC3G blk
CC(C)Cc1nnc(NC(=O)CN2C(=O)c3ccccc3C2=O)s1	6%[57.1 µM]	11%	-23%	13%	3.9%	?	-4%	4%	2%
O=C(Oc1ccc(Cl)cc1)c1cc(-c2ccc3c(c2)OCCO3)on1	3%	-1%	-7%	-1%	3.0%	-25%	-2%	-2%	0%
CCOC(=O)Cn1nnnc1CN1CCN(c2ccc(OC)cc2)CC1	5%	29%	7%	-3%	-0.1%	9%	-28%	2%	-6%
O=C1C2CC=C(Cl)CC2C(=O)N1CC1Cc2ccccc2CO1 (stereo not given)	1%	-16%	nt	-3%	12%	-5%	-19%	-4%	0%
CCN(CC)CCNC(=O)c1c2c(nc3ccccc13)C(=O)N(C1CCCCC1)C2	10%[57.1 µM]	22%[57.1 µM]	0%	0%	0.8%	-7%	-17%	-3%	0%
OC(CCc1ccncc1)c1ccccc1 (stereo not given)	0%	-3%	-2%	0%	0.0%	-7%	-22%	0%	2%
O=C(NCc1ccc(Cl)cc1)c1ccc2ccccc2n1	4%	21%	?	0%	-1.9%	13%	-23%	-13%	-3%
CC(C(=O)NCCS(=O)(=O)c1ccc(Cl)cc1)S(=O)(=O)c1ccccc1 (stereo not given)	11%	16%	-1%	6%	0.1%	10%	-15%	-3%	-1%
CC(C)[C@H](NC(=O)c1ccc(Cl)cc1Cl)C(=O)NNC(=O)c1ccco1	5%	-7%	-2%	-1%	nt	-15%	-6%	1%	2%
CC1CCN(S(=O)(=O)c2cccc(S(=O)(=O)N3CCOCC3)c2)CC1	-6%	-11%	-22%	-4%	4.2%	-8%	0%	-1%	-2%
CSc1ncccc1C(=O)OCc1c(F)cccc1Cl	-2%	13%	-13%	-3%	0.2%	16%	-3%	2%	-6%
CCOC(=O)C1=C(COC(=O)CNC(=O)c2ccccc2F)NC(=O)NC1C (stereo not given)	-1%	10%	-25%	0%	0.1%	23%	-9%	-14%	0%
N#C/C(=C\c1ccc(-c2cccc(C(F)(F)F)c2)o1)C(=O)Nn1cnnc1	4%	3%	5%	5%	0.5%	12%	-19%	6%	0%
O=C(O)c1cc(/C=C/c2ccc(N3CCOCC3)cc2)nc2ccccc12	-2%[57.1 µM]	-2%[57.1 µM]	-27%	13%	24%	6%	-14%	-28%	1%
CC(=O)Nc1sc2c(c1C#N)CCCCC2	-1%	4%	-21%	8%	-0.1%	-14%	-18%	0%	-7%
O=C(NCc1ccccc1)c1ccco1	-9%	-12%	152%[activator]	4%	1.8%	-15%	7%	-12%	1%
Nc1ccc(C(=O)c2cccs2)cc1[N+](=O)[O-]	-7%	-6%	2%	0%	4.8%	-4%	-7%	1%	0%
CC(C)(C)c1ccc(OCC(O)CS(=O)(=O)c2ccccn2)cc1 (stereo not given)	-6%	1%	-24%	12%	-0.4%	-12%	-4%	6%	2%
C=CCn1c(-c2cccn(Cc3ccc(Cl)cc3Cl)c2=O)n[nH]c1=S	8%[57.1 µM]	?	45µM*	2%	3.9%	-4%	-13%	-3%	0%
S=C(N/N=C/c1ccccc1Cl)Nc1ccccc1	4%[57.1 µM]	2%[57.1 µM]	-15%	6%	1.3%	11%	-2%	-4%	-6%
Cc1ccc(-c2nnc(SCC(=O)NC3CCCC3)n2C)cc1	1%	5%	-3%	0%	-0.8%	-26%	-19%	-7%	0%
COC(=O)c1ccccc1NC(=O)C1CCN(c2ncnc3c2nc2n3CCCCC2)CC1	-4%	9%	9%	9%	0.2%	-6%	-26%	1%	-4%
Cc1nc2ccc(S(=O)(=O)NCC(=O)N3CCCC(C)C3)cc2s1 (stereo not given)	-7%	-3%	10%	4%	1.3%	0%	-5%	10%	0%
C=CCOc1c(/C=N\NC(N)=O)cccc1OC	14%	12%	0%	-2%	0.0%	28%	6%	0%	0%
CC(C)=NNc1nc(-c2ccccc2)cs1	2%	-12%	?	4%	0.1%	?	-20%	0%	0%
Cc1c(OCC(=O)NCc2cccnc2)ccc2c3c(c(=O)oc12)CCCC3	27%	23%	5%	-7%	13%	-11%	-19%	4%	-5%
CC(C)CNC(=O)c1ccccc1N(Cc1ccccc1)S(C)(=O)=O	-12%	-21%	1%	1%	0.0%	-12%	-20%	1%	0%
CC(C(=O)Nc1ccccn1)N1C(=O)C2C3C=CC(C3)C2C1=O (stereo not given)	4%[57.1 µM]	-7%[57.1 µM]	0%	3%	1.2%	2%	-20%	-12%	0%
CCc1cccc(C)c1NC(=O)CCCC(=O)O	1%	-3%	-29%	-1%	0.3%	-2%	-3%	0%	1%
Cc1nonc1C1CCCN1Cc1cn[nH]c1-c1ccc(-c2ccccc2)cc1 (stereo not given)	-5%	13%	5%	-3%	1.4%	-9%	-25%	-4%	-2%
Cc1cccc(C)c1OCc1nc2ccccc2[nH]1	-9%	-22%	15%	3%	-0.1%	27%	1%	-21%	-23%
COc1ccc(S(=O)(=O)N(CCc2ccccc2)CC(=O)N/N=C/c2ccc3c(c2)OCO3)cc1	0%	14%	-10%	5%	-1.5%	8%	-6%	?	0%
COc1ccc(-c2[nH]n(-c3ccc([N+](=O)[O-])cc3)c(=O)c2C=NCc2ccc(F)cc2)cc1	-22%	-27%	-8%	-5%	0.7%	18%	-3%	-13%	1%
Cc1ccc(S(=O)(=O)N2CCC(C(=O)NCCCN3CCCCCC3)CC2)cc1	18%	?	?	0%	1.8%	-42%	-18%	-2%	-1%
Cn1c(N=Nc2ccc(N3CCOCC3)cc2)[n+](C)c2ccccc21	-11%	?	62%[activator]	31%[activator]	-13%	-39%	-18%	12%	-13%
COc1cc(/C=N\NC(=O)c2ccc(C)nc2)ccc1OC(=O)c1ccc2c(c1)OCO2	11%	15%	-3%	8%	1.1%	?	-21%	-19%	0%
CCN(CC)C(=O)c1csc(Nc2cccc3ccccc23)n1	10%	17%	?	13%	1.8%	-51%	-22%	-5%	-5%
CNc1nc(C23CC4CC(CC(C4)C2)C3)cs1	3%	20%	0%	4%	-0.1%	-35%	?	-11%	6%
CCN(C(=O)CSc1ncn[nH]1)c1c(N)n(Cc2ccccc2)c(=O)[nH]c1=O	-5%	-12%	-9%	0%	0.4%	5%	3%	-3%	3%
Cc1ccc(-n2nc3c(=O)n(CCCC(=O)NCc4ccccc4C)nc(C)c3c2C)cc1	8%&2%	20%&18%	-13%&-13%	6%&12%	0.7%&21%	-5%&-21%	-20%&-17%	7%&2%	1%&3%
N/C(Cc1cccc2ccccc12)=N\OC(=O)c1ccccc1F	-4%	-6%	-12%	-1%	-1.5%	-16%	-6%	-26%	-11%
CCOc1ccc(CNS(=O)(=O)c2cc(-c3cc(C)no3)ccc2C)cc1OC	2%[57.1 µM]	19%[57.1 µM]	-36%	16%	-0.6%	-2%	-17%	-1%	2%
CCc1ccccc1NC(=O)c1ccc2snnc2c1	-1%	16%	458%[activator]	-3%	-0.5%	17%	-10%	-5%	1%
CC(C)Cn1nc(NC(=O)c2cccc(Cl)c2)c2cc3ccccc3nc21	26%	11%	?	8%	-0.5%	36%	0%	-11%	-1%
O/N=C(\Cn1ccnc1)c1ccccc1	1%	-15%	0%	0%	nt	-33%	-14%	6%	7%
FC(F)(F)c1cccc(Nc2nc(N3CCCC3)nc(N3CCCC3)n2)c1	8%[57.1 µM]	26%[57.1 µM]	-9%	-2%	1.3%	7%	-11%	15%	1%
COc1cccc(/C=N/NC(=O)CNC(=O)CCc2ccccc2)c1O	-1%	15%	-1%	-1%	-1.3%	3%	-20%	18%	-8%
CCOc1cc(C)c(C(C)C)cc1S(=O)(=O)N1CC(C)OC(C)C1 (stereo not given)	9%[57.1 µM]	21%[57.1 µM]	0%	0%	0.2%	39%	-10%	4%	0%
CCn1ncc(C2=NOC(C(=O)Nc3ccc(C)cc3)C2)c1C (stereo not given)	-3%[57.1 µM]	6%[57.1 µM]	0%	-1%	-0.1%	-1%	1%	-8%	-10%
CC(C)NC(=O)COc1cccc2ccccc12	5%[57.1 µM]	23%[57.1 µM]	3%	-2%	1.0%	-4%	-15%	0%	1%
CC(C)(C)c1cc(NS(=O)(=O)c2cccs2)no1	-15%	-23%	0%	-11%	-1.4%	-6%	-24%	3%	-11%

Single records (already shown).
CCOc1ccc(CNS(=O)(=O)c2cc(-c3cc(C)no3)ccc2C)cc1OC reads TrxR1 substrate = 2%[57.1 µM]; rTrxR1 inhibitor = 19%[57.1 µM]; ALOX12 inh = -36%; mIDH1 inhibitor = 16%; RXFP1 ag = -0.6%; RGS4 inh = -2%; USP1 inh = -17%; Vif-APOBEC3F blk = -1%; Vif-APOBEC3G blk = 2%
COc1cccc(/C=N/NC(=O)CNC(=O)CCc2ccccc2)c1O reads TrxR1 substrate = -1%; rTrxR1 inhibitor = 15%; ALOX12 inh = -1%; mIDH1 inhibitor = -1%; RXFP1 ag = -1.3%; RGS4 inh = 3%; USP1 inh = -20%; Vif-APOBEC3F blk = 18%; Vif-APOBEC3G blk = -8%
